# PTHR1 ag: agonists of human PTHR1 parathyroid hormone receptor. Q03431. HEK293 GP2 PTHR1 cells, GloSensor cAMP luminescence, 1 h. Potency, µM (top dose mostly 115 µM), inactives show at the highest dose activation, hits mostly activators. hit rate 0.075% among 410,000. AID 743266; further: potency means the concentration at half of the fitted maximal effect; nearly all actives have a fitted effect of over 55% in size; some results filed as inactive show a strong effect at the top dose; inactives centre near -15; many of its hits are not listed in these tables
# Target sequence (Q03431 whole entry, looked up): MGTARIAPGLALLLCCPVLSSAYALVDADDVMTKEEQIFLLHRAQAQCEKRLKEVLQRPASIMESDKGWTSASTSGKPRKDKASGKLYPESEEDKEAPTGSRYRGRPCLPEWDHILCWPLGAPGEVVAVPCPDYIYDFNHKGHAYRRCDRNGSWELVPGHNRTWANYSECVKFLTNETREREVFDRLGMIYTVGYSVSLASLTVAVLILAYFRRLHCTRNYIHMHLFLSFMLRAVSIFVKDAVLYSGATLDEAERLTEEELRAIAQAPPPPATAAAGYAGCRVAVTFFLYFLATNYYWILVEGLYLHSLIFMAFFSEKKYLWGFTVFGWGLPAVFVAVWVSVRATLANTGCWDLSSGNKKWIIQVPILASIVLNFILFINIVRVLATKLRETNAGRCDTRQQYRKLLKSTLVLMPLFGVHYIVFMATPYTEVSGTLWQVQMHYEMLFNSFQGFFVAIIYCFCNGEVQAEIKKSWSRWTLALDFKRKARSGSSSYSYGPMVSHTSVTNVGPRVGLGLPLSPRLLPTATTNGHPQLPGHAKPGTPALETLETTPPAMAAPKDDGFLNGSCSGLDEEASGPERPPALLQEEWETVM
#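 HEK-293-derived GP2 cells expressing PTHR1 and a GloSensor cAMP reporter, 3,000/well, plated overnight, given luciferin plus IBMX (each 0.5 mM as added) for 1 h at 37 °C, then compound for 1 h at 37 °C. Luminescence was read after 15 min at room temperature.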
# EPAC2 agonist: activates human EPAC2 exchange factor | Q8WZA2 | EPAC2 activation, biochemical qHTS; response scale: 100% = 6.5 mM cAMP response | Potency, µM (doses to about 154 µM), for inactives: top-dose activation, most hits filed as activators | hit rate 0.079% among 360,000; further: potency means the concentration at half of the fitted maximal effect; nearly all actives have a fitted effect of over 50% in size
#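 In this primary screen, activation is scored as increased exchange of BODIPY-GDP from Rap1B by 100 nM EPAC2, with 50 uM GDP as competitor. Signal is normalized to the 6.5 mM cAMP agonist control.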
# EPAC2 antagonist: EPAC2 (human) antagonism; Q8WZA2; EPAC2 GEF exchange of Rap1B-BODIPY-GDP, fluorescence; Potency, µM (top dose mostly 114 µM), inactives show top-dose activity, negative = inhibition, usual class: inhibitors; hit rate 0.18% among 360,000; further: potency means the concentration at half of the fitted maximal effect; on the % scale 0 is the no-effect control and ±100 the full control effect; nearly all actives have a fitted effect of over 45% in size; many of its hits are not listed in these tables
# Akt phos inh: inhibitors of Akt phosphorylation; Neuro2A IGF-stimulated pAkt S473 HTRF, 20 min; active compounds read low; activity change, % for hits at 50 µM; hit rate 0.32% among 360,000; AID 651550; in the data active means activity change below about -80%; inconclusive means mostly about -51% to -80%; further: on the % scale 0 is the no-effect control and ±100 the full control effect
#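 Neuro2A cells (4,500/well, DMEM with 0.5% FBS) were treated with compound at a single 50 µM final concentration, stimulated with 6 nM IGF for 20 min at 37 °C, and lysed. Phospho-Akt Ser473 was read by HTRF as 665/615 ratio ×10^4.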
# DRD3 agonist: agonists of human D3 dopamine receptor; P35462; D3R DiscoveRx beta-arrestin cells, luminescence, 90 min; max activation, %; hit rate 0.58% among 410,000; AID 652048; in the data active means max activation above about 30%; further: 0% is about no effect; mostly tested at two doses, the higher about 12 µM
# Target sequence (P35462 whole entry, looked up): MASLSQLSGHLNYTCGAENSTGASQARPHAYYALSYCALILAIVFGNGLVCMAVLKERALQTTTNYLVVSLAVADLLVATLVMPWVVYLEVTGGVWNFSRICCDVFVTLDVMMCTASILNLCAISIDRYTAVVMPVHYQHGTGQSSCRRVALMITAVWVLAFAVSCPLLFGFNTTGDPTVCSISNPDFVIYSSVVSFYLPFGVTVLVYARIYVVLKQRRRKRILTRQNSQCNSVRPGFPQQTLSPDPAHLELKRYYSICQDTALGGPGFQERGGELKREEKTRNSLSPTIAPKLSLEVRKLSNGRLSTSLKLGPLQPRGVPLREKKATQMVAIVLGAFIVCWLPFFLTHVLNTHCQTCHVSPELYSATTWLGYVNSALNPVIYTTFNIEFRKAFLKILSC
#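 Agonist mode: compounds and dopamine controls were applied to plated cells for 90 min at 37 degrees C after an overnight attachment at 1500 cells/well. Luminescent read-out followed 30 - 60 minutes at room temperature with DiscoveRx detection reagent.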
# MmCpn inh: inhibitors of Methanococcus maripaludis chaperonin (MmCpn). hit rate 0.031% among 330,000. Potency, µM (titrated, usually from 76.9 µM), for the others: at the highest dose activity, negative = inhibition, hits mostly inhibitors. purified Mm-Cpn ATPase, ADP Transcreener TR-FRET; further: potency means the concentration at half of the fitted maximal effect; on the % scale 0 is the no-effect control and ±100 the full control effect; nearly all actives have a fitted effect of over 80% in size
#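 Quantitative HTS used 25 nM Mm-CPN and 10 uM ATP in magnesium/KCl Tris buffer, pH 7.4, with 1 mM DTT. Hydrolysis ran 30 min at 37°C; ADP was read by HTRF.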
# DRD3 antagonist: antagonists of human D3 dopamine receptor | P35462 | D3R cells, DiscoveRx beta-arrestin luminescence, antagonist mode; active compounds read low | max response, negative = inhibition, % | hit rate 2.5% among 360,000 | AID 652054; in the data active means max response below about -50%; inconclusive means no clear call, values can overlap the other calls; further: on the % scale 0 is the no-effect control and ±100 the full control effect; mostly tested at two doses, the higher about 12 µM
#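 Cells plated overnight at 1500 cells/well, then exposed to library compounds with dopamine controls for 90 minutes at 37 degrees C. DiscoveRx reagent added for 30–60 minutes at room temperature; luminescence read, quantitative HTS format.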
# CCT chaperon mod: changes cytosolic chaperonin activity; purified chaperonin ATPase assay, HTRF ADP detection, 30 min; activity change, % (no concentration beside the values), hits read low; hit rate 0.3% among 360,000; in the data active means activity change below about -30%; further: on the % scale 0 is the no-effect control and ±100 the full control effect
#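 Nucleotide hydrolysis assay: TRiC at 20–40 nM final (set by batch activity) with 10 uM ATP, 30 min at 37 °C, in presence of 76 uM compound. Detection by competitive ADP HTRF, 30 min ambient.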
# * hit, by the source's call; i = inactive; ? = inconclusive; / = not tested or not shown; [ ] = another dose, or the depositor's remark. Unless noted, the call rests on the fitted dose curve; in most records, active means well fitted curve in the direction sought with a large enough effect; inconclusive means small, poorly fitted or top-dose-only effect, or another doubt; inactive means no such curve, though single readings can be large; an effect the other way counts as inactive or inconclusive. Some of the compounds tested; the hit share may differ from the screen's.
SMILES,PTHR1 ag,EPAC2 agonist,EPAC2 antagonist,Akt phos inh,DRD3 agonist,MmCpn inh,DRD3 antagonist,CCT chaperon mod
COc1ccc(CN(C)C[C@@H]2OCc3cnnn3CCCC(=O)N([C@@H](C)CO)C[C@H]2C)cc1,-2.4%,-0.6%,4.3%,i,-7.3,/,-9.9,-2.4
COc1ccc2[nH]c(C(=O)O)c(CCNC(=O)/C=C/c3ccc(O)c(OC)c3)c2c1,-12.9%,5.8%,-9.0%,i,-4.3,0.0%,-7.0,-2.4
COc1cc2nc(CSc3ncn[nH]3)[nH]c(=O)c2cc1OC,-15.6%,4.1%,0.7%,i,6.9,-0.5%,9.1,-0.7
COc1cccc(Cn2cc(-c3cccc(C(F)(F)F)c3)nn2)c1,-43.6%[inhibitor],7.9%,-25.9%,i,3.1,0.5%,10.7,0.3
COc1ccc(S(=O)(=O)NC(=O)C2(C)CCN2C(=O)CC2CCCCC2)cc1OC (configuration not stated),-13.6%,3.6%,0.8%,i,4.2,/,16.3,1.3
O=C(CSc1nc2cc(Cl)ccc2s1)NC1CCCc2ccccc21 (configuration not stated),-38.2%[inhibitor],6.0%,8.0%,i,32.6*,-4.8%,9.3,0.2
Cc1ccc(C(=O)NC(=C(Cl)Cl)S(=O)(=O)c2ccc(C)cc2)cc1,i,11.1%,-8.0%,i,-12.8,1.7%,-25.3,-2.6
CCCCc1ccc(S(=O)(=O)NCCc2ccncc2)cc1,-11.6%,0.1%,-5.7%,i,-4.7,0.0%,0.0,0.8
O=C(Nc1ccc(F)cc1)c1cn(-c2ccccc2)nc1-c1ccncc1,-14.3%[57.5 µM],4.8%,0.6%,i,-11.3,1.5%,?,1.1
CN=C1c2c(-c3ccccc3)c3cc(OC)ccc3n2CCN1C,-2.4%,6.3%,16.2%,i,4.2,-5.6%,-15.2,0.6
CC(=O)Nc1ccc(N2C(=O)C3C4C=CC(CC4)C3C2=O)cc1 (configuration not stated),i,5.9%,6.3%,i,0.5,1.0%,3.3,2.1
COc1cc(CNc2ccc3[nH]c(=O)[nH]c3c2)ccc1OCc1ccccc1C,-6.4%,17.3%,4.3%,i,12.0,-2.5%,-17.0,-1.8
CC/C(=C1/C(=O)CC(C)(C)C(C(=O)OC)C1=O)N1CCCC1 (configuration not stated),i,7.1%,-5.5%,i,-7.8,1.8%,-5.0,0.2
CCCSc1nc(-c2ccccc2)cc(C(F)(F)F)c1C#N,i,0.8%,0.4%,i,-2.3,0.2%,7.7,-3.1
Cc1cc(N/N=C/c2ccncc2)c([N+](=O)[O-])cc1[N+](=O)[O-],i,6.0%,-7.2%,i,4.8,2.6%,-19.4,-2.5
N#Cc1cn(-c2ccccc2)nc1-c1ccc2c(c1)OCCO2,-23.3%[57.5 µM],-3.3%,7.2%,i,7.4,-5.9%,13.7,-1.1
CCOC(=O)N1CCN(C(=O)c2ccc(CN(c3ccccc3)S(C)(=O)=O)cc2)CC1,-21.7%,-8.6%,3.1%,i,-1.6,-1.1%,6.5,-0.8
COc1cc(/C=N\NC(=O)c2ccc(-c3ccccc3)cc2)cc(OC)c1OC(C)=O,-3.8%,8.7%,-9.5%,i,9.0,0.1%,14.2,0.0
O=S1(=O)CC2SC(=S)N(c3ccccc3)C2C1 (configuration not stated),i,8.5%,0.2%,i,2.7,0.6%,32.3,-3.5
CCOC(=O)C(=NC(C)CC)NNc1cccc(C(F)(F)F)c1 (configuration not stated),i,-8.5%,-4.0%,i,-0.1,1.0%,-13.4,1.6
O=C(Nc1ccccc1)c1ccccc1CCc1ccccc1,-9.3%,-11.1%,10.1%,i,-9.8,3.1%,10.7,2.6
Cc1c([N+](=O)[O-])cc(S(=O)(=O)Nc2ccc(-c3ccc(N4CCCC4)nn3)cc2)cc1[N+](=O)[O-],i,-6.6%,-1.6%,i,1.0,1.2%,1.5,-0.6
COCCN(C(=O)C(=O)NC1CCCC1)C(C(=O)NC1CCCC1)c1ccccc1F (configuration not stated),-5.4%,-0.7%,-0.9%,i,1.7,5.7%,12.7,0.1
CN(C)c1ccc(C=NNC(=S)Nc2ccc(F)cc2)cc1,-27.9%,18.5%,-11.6%,i,3.8,/,-4.9,-3.0
CN(C)c1ccccc1C(=O)N1CCCC(C(=O)c2ccc3ccccc3c2)C1 (configuration not stated),-60.0%[inhibitor],16.9%,?,i,5.6,-1.7%,-0.1,2.5

# Retrieved by structure from above (4):
SMILES,PTHR1 ag,EPAC2 agonist,EPAC2 antagonist,Akt phos inh,DRD3 agonist,MmCpn inh,DRD3 antagonist,CCT chaperon mod
CCOC(=O)C(=NC(C)CC)NNc1cccc(C(F)(F)F)c1 (configuration not stated),i,-8.5%,-4.0%,i,-0.1,1.0%,-13.4,1.6
CC/C(=C1/C(=O)CC(C)(C)C(C(=O)OC)C1=O)N1CCCC1 (configuration not stated),i,7.1%,-5.5%,i,-7.8,1.8%,-5.0,0.2
Cc1cc(N/N=C/c2ccncc2)c([N+](=O)[O-])cc1[N+](=O)[O-],i,6.0%,-7.2%,i,4.8,2.6%,-19.4,-2.5
O=S1(=O)CC2SC(=S)N(c3ccccc3)C2C1 (configuration not stated),i,8.5%,0.2%,i,2.7,0.6%,32.3,-3.5

# Remaining list, next part
SMILES,PTHR1 ag,EPAC2 agonist,EPAC2 antagonist,Akt phos inh,DRD3 agonist,MmCpn inh,DRD3 antagonist,CCT chaperon mod
COc1ccc(C(=O)N2CCCN(C)CC2)cc1S(=O)(=O)N1CCCc2ccccc21,-6.6%[57.5 µM],-1.5%,12.2%,i,-5.1,0.5%,?,2.1
O=C(CSc1ncccc1C(=O)O)c1cccc(C(F)(F)F)c1,i,11.1%,-3.1%,i,3.1,-1.9%,4.5,-1.5
Cc1nc2ccc(C(=O)N3CCSCC3)cc2s1,-39.3%[inhibitor],-7.2%,6.2%,i,2.9,0.1%,-4.4,-2.7
CC(C)(O)CN(C(=O)c1ccc([N+](=O)[O-])cc1)C1CCCC1,3.4%,0.3%,4.5%,i,5.5,/,14.5,0.5
CCCCc1cc2c(cc1NC(=O)CN1CCCCC1)OCCO2,-9.7%,-0.4%,-22.6%,i,-28.7,-0.2%,-11.1,0.9
COC(=O)c1ccc2c(c1O)C(=O)c1ccccc1C2=O,-33.4%[inhibitor],-3.7%,9.3%,i,-0.3,0.1%,-29.0,-0.2
CCCC(=O)NCc1cc(-c2nn(C)c(=O)c3ccccc23)ccc1OC,i,-3.7%,-3.4%,i,4.5,1.1%,7.8,-5.1
O=C(CO/N=C/c1ccc(OC(F)F)cc1)N1CCc2ccccc21,i,-4.4%,-4.3%,i,-7.1,-0.9%,-8.2,-7.3
CCCC(C)C(=O)Nc1ccccc1C(=O)OCC (configuration not stated),i,7.0%,4.3%,i,-14.4,-4.9%,-18.3,1.3
Cc1cc(C)n(-c2nc(NCCC(C)C)c3c4c(sc3n2)COC(C)(C)C4)n1,-8.1%,-10.4%,-9.5%,i,-15.8,-1.4%,-11.7,0.5
CN(C)S(=O)(=O)c1ccc(/C(O)=C2/C(=O)C(=O)N(Cc3cccnc3)C2c2cccs2)cc1 (configuration not stated),16.8%,-3.9%,5.2%,i,-9.1,3.0%,-18.3,2.6
CCN(CC)S(=O)(=O)c1ccc(/C=C/C(=O)Nc2cccc(F)c2)cc1,-52.3%[inhibitor],9.5%,3.8%,i,-14.7,-2.6%,-12.7,-2.7
CCN(CC)C(=O)Cn1c(=O)n(-c2ccccc2)c(=O)n1CC(=O)N(CC)CC,i,6.1%,1.8%,i,3.9,-0.4%,18.3,-3.2
O=C(Cn1cnc2c(cnn2-c2ccc(Cl)cc2)c1=O)N1CCN(c2ccccc2)CC1,-3.2%,-3.4%,3.7%,i,12.6,0.2%,-12.4,2.2
CCOC(=O)[C@H]1[C@H]2COc3ccc(C)cc3[C@@H]2N2C(=O)c3cc(C)ccc3NC(=O)[C@@]12C,-13.8%,18.3%,-2.0%,i,-9.9,0.3%,0.0,-0.7
O=C(CC1NCCNC1=O)Nc1ccc([N+](=O)[O-])cc1 (configuration not stated),-19.7%,8.5%,4.6%,i,-10.4,-0.4%,-3.8,-1.5
O=C(O)COCC(=O)NCc1csc2ccc(Cl)cc12,-59.9%,10.1%,-4.3%,i,-13.9,-0.6%,-2.4,-1.7
CCCC1=C(C(=O)OCC)C(c2ccc(O)cc2)n2ncnc2N1 (configuration not stated),i,1.5%,3.5%,i,1.6,?,24.8,-0.6
O=C(Cc1ccccc1)NNS(=O)(=O)c1ccccc1[N+](=O)[O-],i,0.0%,0.4%,i,-5.1,-1.4%,0.7,-2.2
O=C(Nc1ccc(Cl)cc1)[C@@H]1[C@@H]2C(=O)N(c3ccc4ccccc4c3)C(=O)[C@@H]2[C@H]2C=CC=NN21,-14.8%[57.5 µM],4.1%,-1.3%,i,-0.3,-0.5%,13.6,2.6
CCOc1cc(C(=O)NCCCNC(=O)c2cc(OCC)c(OCC)c(OCC)c2)cc(OCC)c1OCC,-7.2%,-5.5%,-9.1%,i,6.8,/,5.7,0.7
COc1ccc(C2(C(=O)NCC3CCCO3)CCOCC2)cc1 (configuration not stated),i,-3.5%,-1.7%,i,0.0,0.8%,25.3,-28.6
CCOc1ccccc1NC(=O)Nc1ccsc1C(=O)OC,?,18.3%,1.9%,i,-4.2,2.7%,-4.2,-0.1
Nc1cc2c(cc1[N+](=O)[O-])OCO2,-8.0%,-1.4%,-6.6%,i,0.0,-16.9%,-4.5,-0.6
CCOC1OC(=O)C(Cl)=C1Nc1cc(C)ccc1C (configuration not stated),i,6.5%,-0.9%,i,-0.1,-4.5%,-13.2,-2.0
Cc1ccc(-n2nc3c(=O)n(C(C)C(=O)NC4CC4)nc(C)c3c2C)cc1 (configuration not stated),-12.0%,9.5%,0.0%,i,-6.4,-0.8%,-9.1,1.2
CC(=O)Nc1cccc(-c2ccnc3c2CC(C(=O)NCC2CC2)O3)c1 (configuration not stated),-20.5%,1.6%,15.9%,i,6.8,/,-15.0,-0.1
COc1ccccc1S(=O)(=O)Cc1ccc(C(=O)NC(C)c2ccc3c(c2)OCCO3)o1 (configuration not stated),i,7.2%,-1.1%,i,-1.0,0.7%,-9.5,0.6
Cc1ccc(O)c(C2=NNC(O)(C(F)(F)F)C2)c1 (configuration not stated),-29.5%[57.5 µM],-7.2%,-16.1%,i,-0.5,0.7%,44.4,-0.4
COC(=O)Nc1sccc1C(=O)Nc1sccc1C(=O)OC,i,-6.5%,-2.1%,i,21.3,-9.6%,-20.2,2.0
